Bioassay records from PubChem BioAssay.
V-ATPase pH = alters yeast V-ATPase proton transport; response, % at 10 µM; 350,000 compounds, 0.37% hits; S. cerevisiae, pHLuorin cytosolic pH fluorescence; in the data active means response mostly above about 7.3%, no sharp cut-off; inactive means mostly below about 5.4%; further: actives read high; inactives centre near 0; some compounds called inactive have numbers as strong as hits; reference of the scale not given here
Wnt act = activates Wnt/beta-catenin signaling in a reporter cell assay; activator, plate reader; activation, % at 9.35 µM; 300,000 compounds, 1.2% hits; AID 743398; in the data active means activation above about 30%, passing the limit was not always enough;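 further: 0% = neutral control wells and 100% = positive control wells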
MOR-DOR ag = OPRM1-OPRD1 heterodimerization agonism. 340,000 compounds, 0.3% hits. cells, luminescence. AID 504326. P35372+P41143. activation, % at 9.3 µM; in the data active means activation above about 18%;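 further: 0% = vehicle-treated cells and 100% = reference agonist; values of inactives mirror those of a sister screen read the other way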
Target sequence (P35372 whole entry, looked up): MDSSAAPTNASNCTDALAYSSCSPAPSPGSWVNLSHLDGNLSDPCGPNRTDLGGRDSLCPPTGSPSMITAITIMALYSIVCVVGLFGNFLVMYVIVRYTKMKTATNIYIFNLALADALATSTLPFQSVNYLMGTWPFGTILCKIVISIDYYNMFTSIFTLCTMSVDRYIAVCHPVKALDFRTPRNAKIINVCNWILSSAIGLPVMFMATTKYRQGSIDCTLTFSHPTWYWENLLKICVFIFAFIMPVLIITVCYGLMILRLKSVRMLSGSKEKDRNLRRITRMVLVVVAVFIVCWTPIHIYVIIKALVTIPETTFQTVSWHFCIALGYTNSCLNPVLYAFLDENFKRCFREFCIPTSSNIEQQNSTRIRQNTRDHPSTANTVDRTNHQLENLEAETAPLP
Target sequence (P41143 whole entry, looked up): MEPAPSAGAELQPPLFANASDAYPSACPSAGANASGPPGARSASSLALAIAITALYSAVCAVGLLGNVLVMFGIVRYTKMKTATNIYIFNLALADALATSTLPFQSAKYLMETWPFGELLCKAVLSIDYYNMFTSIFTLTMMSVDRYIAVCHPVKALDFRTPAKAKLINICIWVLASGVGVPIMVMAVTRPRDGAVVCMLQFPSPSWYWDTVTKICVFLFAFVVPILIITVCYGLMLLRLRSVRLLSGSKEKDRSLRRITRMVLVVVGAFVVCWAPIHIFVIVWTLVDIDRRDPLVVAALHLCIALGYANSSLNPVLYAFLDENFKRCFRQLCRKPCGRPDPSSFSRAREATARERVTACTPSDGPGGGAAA
Keap1-Nrf2 PPI = disrupts human Keap1 binding to Nrf2 peptide | Q14145 | Keap1 Kelch-Nrf2 peptide fluorescence polarization, 1536-well | inhibition, % at 9.4 µM | 340,000 compounds, 0.15% hits; in the data active means inhibition above about 12%;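 further: human Keap1 Kelch domain with fluorescein labeled Nrf2 9mer peptide probe; 0% = neutral control wells and 100% = peptide positive control; higher means more block of Keap1 binding to Nrf2 peptide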
RTF Ca sens inh = cardiac RTF calcium desensitization. 340,000 compounds, 0.12% hits. IANBD-labeled cardiac RTF, Ca2+ fluorescence. inhibition, % at 7.15 µM. AID 493244. P19429+P45379;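 active means inhibition above the mean inhibition of all tested compounds plus 3 SD, cut at about 17% in these data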;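 further: assay run at fixed EC70 calcium of 1.6 mM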
C-LANA FP = blocks KSHV LANA C-terminal domain binding to DNA; MBP-C-LANA/FAM-LBS DNA binding, fluorescence polarization; inhibition, % at 9 µM; 340,000 compounds, 0.078% hits; AID 504423;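 active means highest replicate inhibition at or above 60% at 9 µM, even if other replicates fall short; inactive means all replicates below 60% inhibition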;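 further: 0% = neutral control wells and 100% = 4 µM acridine orange control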
Arrestin-AP2 inh = blocks beta-arrestin peptide binding to AP2 adaptin; AID 504490; FITC-arrestin peptide / GST-AP2 beads, flow cytometry; AP2 beta2 appendage carries R879A mutation; 340,000 compounds, 0.31% hits; inhibition, % at 10 µM;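 active means inhibition above a set limit, near 3 SD of compounds lacking own fluorescence, cut at about 54% in these data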;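 further: plate controls were DMSO wells for no effect and 5 µM unlabelled arrestin peptide for full effect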
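Material – AP2 appendage R879A on GSH beads · Buffer or medium – PBS with 0.05% Tween 20 and 0.1% BSA · Probe or stimulus – fluorescein-tagged arrestin peptide at 50 nM final · Incubation – compound with beads 12 min RT, then probe 1 h RT · Detection – high-throughput flow cytometry of beads, ex 488, em 535 nm · Evaluation – percent response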
Pemphigus Ab inh = human desmoglein-3 autoantibody binding inhibition. 310,000 compounds, 0.48% hits. binding (percent of control), % at 10 µM. AID 588358. DSG3-coupled beads, scFv-anti-DSG3-GFP binding, flow cytometry; stronger effect = lower value;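 active means binding more than 3 SD below its plate's average and above zero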;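 further: hits lower antibody fragment binding to DSG3; some compounds called inactive have numbers as strong as hits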
RTF Ca sens act = increases calcium sensitivity of human cardiac regulated thin filaments; AID 493008; P19429+P45379; 340,000 compounds, 0.24% hits; IANBD-labeled TnC RTF fluorescence at EC20 calcium; 0% EC20 calcium, 100% full calcium; activation, % at 7.2 µM;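 active means activation above the mean over all tested compounds plus 3 SD, cut at about 30% in these data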;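 further: rise in fluorescence read as greater calcium sensitivity of cardiac thin filaments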
MOR-DOR inv ag = inverse agonists of human mu-delta opioid receptor heterodimerization. AID 504357. 340,000 compounds, 0.21% hits. cell-based MOR-DOR heterodimer luminescence, inverse agonism. P35372+P41143. inhibition, % at 9.3 µM; in the data active means inhibition above about 22%, passing the limit was not always enough;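 further: 0% = cells with DMSO and 100% = wells without cells with DMSO; values of inactives mirror those of a sister screen read the other way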
* = called active by the depositor; x = not tested or not shown.

SMILES	V-ATPase pH	Wnt act	MOR-DOR ag	Keap1-Nrf2 PPI	RTF Ca sens inh	C-LANA FP	Arrestin-AP2 inh	Pemphigus Ab inh	RTF Ca sens act	MOR-DOR inv ag
O=C(Nc1ccccc1)C1CCN(c2nccs2)CC1	3	0	-0.4	-1	-11	1.5	-2	93	3	2
CC(=O)c1cccc(OCC(O)CNCC2CCCCC2)c1 (stereo not drawn)	-2	13	0.6	0	-3	-0.9	14	102	-1	-3
C(=N\c1nc2ccccc2n1CCN1CCCCC1)/c1cccs1	-2	x	x	1	-1	-0.6	8	114	-2	x
CC1CCN(S(=O)(=O)c2ccc(S(=O)(=O)N3CCCC3)cc2)CC1	0	2	-1.5	4	-6	0.8	0	94	-1	10
O=C(O)c1ccc(CN(c2ccccc2)S(=O)(=O)c2ccccc2)cc1	-4	-1	-1.7	0	1	3.0	47	109	-3	8
O=C(NCc1ccco1)c1ccc2c(c1)OCCO2	9	6	-3.2	0	-5	-2.0	13	99	-4	16
Cc1ccc(-c2nn(C)c(=O)c3ccccc23)cc1S(=O)(=O)N1CCCC1	-1	0	-1.4	-3	-3	0.2	0	102	1	8
CCOc1ccc(CCNC(=O)CCS(=O)(=O)c2ccc(Cl)cc2)cc1OCC	-2	0	0.1	-1	1	0.7	0	103	-6	-1
Cn1c2ccccc2c2ncn(CCN3CCOCC3)c(=O)c21	-2	10	-2.7	-3	9	0.2	0	105	7	17
CN1C(=O)NC2(O)C(=O)c3ccccc3C12O (stereo not drawn)	-4	0	-1.9	2	-8	2.2	16	100	-6	11
CN(CCCNC(=O)C1CCC(=O)N1Cc1ccccc1Cl)c1ccccc1 (stereo not drawn)	-6	x	-1.3	-2	-1	-0.1	6	102	-4	7
CSc1nnc2c(=O)[nH]c(=O)n(C)c2n1	3	0	-3.1	1	3	-1.0	26	97	-5	17
COc1cc(OC)cc(-c2nnc(NC(=O)c3ccc4c(c3)OCCO4)o2)c1	0	1	-0.4	2	-4	1.5	5	93	4	2
COc1cc(/C=N/NC(=O)c2cn(-c3cccc(C)n3)cn2)ccc1O	2	1	-0.6	-5	-7	0.5	-6	96	1	3
Cc1cccc(N(C)S(=O)(=O)c2c[nH]c3ccc([N+](=O)[O-])cc23)c1	3	0	3.3	1	-5	-1.4	-10	101	1	-16
C[C@H]1CN(S(=O)C(C)(C)C)[C@@H](CCO)/C1=C\CCO (stereo partly drawn)	4	-1	-2.0	-1	-11	0.2	-4	94	-8	10
Cc1cccc(N2CCN(C(=O)CCn3c(=O)[nH]c4ccccc4c3=O)CC2)c1C	3	-9	2.7	-5	0	2.6	6	101	-2	-16
Cc1ccc(NC(=O)CCc2nnc3ccc(N4CCC5(CC4)OCCO5)nn23)cc1F	-1	-2	-2.1	-1	-2	-0.7	26	x	2	11
CC(C)CCOc1ccc(C(=O)NCC(c2cccs2)N2CCOCC2)cc1 (stereo not drawn)	2	2	3.5	3	-9	-1.9	7	99	-14	-19
CCN(CC)S(=O)(=O)c1cc(C(=O)NC2CCCCC2)ccc1C	-75	23	0.8	-2	-7	-0.6	-2	104	2	-4
COc1ccccc1OCCOc1ccccc1/C=N/n1cnnc1	-4	-2	-1.5	2	0	-0.9	21	108	-7	8
O=C1c2cccnc2C(Nc2cccc(F)c2)N1Cc1ccco1 (stereo not drawn)	1	-1	0.3	-1	-17	-1.6	16	83	-5	-2
C=CC[C@@H](Cc1ccc(F)cc1)C(=O)OC[C@H]1CCCN1C(=O)[C@@H](CC=C)CC(=O)N(CCO)Cc1ccccc1	-1	-1	0.6	0	-3	-1.4	-6	79	1	-3
OCc1nnn(-c2ccccc2)c1CO	1	2	-3.2	1	-18	1.3	-11	95	1	17
CC(C)(C)NC(=O)C(c1ccc(F)cc1)N(CC1CCCO1)C(=O)c1csnn1 (stereo not drawn)	-1	0	-4.5	0	2	0.6	20	110	0	24

New compounds follow.
SMILES	V-ATPase pH	Wnt act	MOR-DOR ag	Keap1-Nrf2 PPI	RTF Ca sens inh	C-LANA FP	Arrestin-AP2 inh	Pemphigus Ab inh	RTF Ca sens act	MOR-DOR inv ag
O=C(NNC(=O)C(c1ccccc1)c1ccccc1)c1ccccn1	-4	-9	0.2	-2	0	-0.5	2	94	-3	-2
COc1cc(C=NNc2ccc(S(=O)(=O)Nc3ccccc3C(=O)O)cc2[N+](=O)[O-])ccc1O	3	4	-2.1	9	7	6.2	-3	103	-13	11
COc1ccc(CNC(=S)NC2CCCC2)cc1	-1	-2	0.0	-6	-6	-1.3	-2	107	4	0
CCCC(=O)n1nc(-c2ccco2)nc1SCc1ccccc1	2	x	-2.6	-7	-5	-0.3	1	110	3	13
COc1cccc(/C=N/NC(=O)CSc2nnc(C)n2-c2ccccc2)c1OC	-3	x	-1.6	2	-1	1.6	19	104	1	6
CN(C)c1ccc(N2C(=NC(=O)CCC3CCCC3)SC3CS(=O)(=O)CC32)cc1 (stereo not drawn)	1	2	-2.8	-6	-6	0.4	-3	x	-6	15
CCCC(=O)Nc1cccn(Cc2ccccc2Br)c1=O	-3	x	-2.2	-3	-9	-0.5	5	x	2	11
CCCCn1c(N)c(N(CC)C(=O)C2=COCCO2)c(=O)[nH]c1=O	-5	-1	-0.8	3	-4	-0.5	-9	105	3	5
O=C(NCC(c1ccco1)N1CCc2ccccc2C1)c1ccccc1Cl (stereo not drawn)	-3	1	-2.0	-2	-15	-1.1	21	98	1	10
O=C(CCS(=O)(=O)c1ccccc1)N1CCN(c2ccccc2F)CC1	2	21	-2.6	-8	-6	0.4	6	107	2	14
Cc1noc(C)c1C(=O)Nc1nc(-c2cc(F)ccc2F)cs1	1	9	1.9	-3	-13	0.7	-7	111	0	-10
Cc1nnc(SCC(=O)Nc2cc(-c3cc(C)c(C)cc3C)nn2-c2ccccc2)s1	0	7	2.3	-1	-2	0.6	-3	93	4	-14
Cc1ccc(S(=O)(=O)c2nc(S(C)(=O)=O)sc2N(C)C)cc1	-1	x	-1.0	-2	-6	1.0	-1	101	2	6
CCNC(=O)c1ccc(C23CC4CC(CC(C4)C2)C3)o1	-1	0	-1.1	-1	-3	0.3	-8	103	1	6
CC(=O)N1N=C(c2cccc(O)c2)CC1c1cccs1 (stereo not drawn)	5	2	-1.4	-5	0	-1.5	14	95	3	7
CN1CCN(C(=O)c2ccc3nc(-c4ccccc4)c(-c4ccccc4)nc3c2)CC1	-3	0	-1.8	-5	-1	-0.9	8	109	4	9
CC(C)Oc1ccc(S(=O)(=O)N2CCCCC2)cc1NC(=O)CN1C(=O)NC(C)(c2ccccc2)C1=O (stereo not drawn)	-1	-1	-1.5	-2	-8	-1.1	10	113	-1	8
C=CCNC(=O)C1CC2Cn3c(nc4ccccc43)C2N1C (stereo not drawn)	1	2	-3.8	-5	2	-1.2	6	109	1	18
Cc1ccc(CN2CCN(Cc3cccc(OCCO)c3)CC2CCO)o1 (stereo not drawn)	-5	-1	5.3	-5	-19	0.3	-5	86	1	-35
CCOC(=O)C1CCN(C(=O)C2CC(=O)N(c3ccc(C)cc3)C2)CC1 (stereo not drawn)	-3	2	-3.5	2	-1	-1.6	30	108	0	20
CCOc1ccc2nc(SC(C)C(N)=O)[nH]c2c1 (stereo not drawn)	7	x	0.8	-3	7	0.0	7	106	1	-5
C=CCn1c(=NC(=O)c2cccc(N3C(=O)CCC3=O)c2)sc2cccc(OC)c21	4	1	2.8	1	-1	-0.1	7	91	-6	-14
Cc1ccc2nc(SCC(=O)Nc3cccc4ccccc34)nc(=O)n2c1	-1	-2	-3.2	-1	-19	-0.6	14	102	2	17
CCN1C(=O)C2C(C1=O)N1C(c3ccccc3)C3C(=O)N(CC)C(=O)C3N1C2c1ccccc1 (stereo not drawn)	3	x	-0.1	-7	-2	-0.6	1	103	-1	1
NC(=O)c1cc(S(=O)(=O)NCCc2ccccc2)cs1	2	-1	-0.7	-3	-8	-1.2	-1	92	2	3

Other results.
SMILES	V-ATPase pH	Wnt act	MOR-DOR ag	Keap1-Nrf2 PPI	RTF Ca sens inh	C-LANA FP	Arrestin-AP2 inh	Pemphigus Ab inh	RTF Ca sens act	MOR-DOR inv ag
CCCNC(=O)COc1ncnc2sccc12	-2	-2	1.6	0	1	2.3	3	101	8	-8
O=C(Nc1ccccc1N1CCOCC1)c1cc(F)cc(F)c1	-3	0	-2.2	3	-6	-0.4	-2	107	-7	10
COc1ccccc1NC(=O)Nc1nc(CC(=O)NC2CCCC2)cs1	-1	1	-0.5	3	0	-1.2	3	100	-13	3
C[C@@H]1CC=C[C@H]2[C@H]1C(=O)N(Cc1ccccc1)[C@H]2c1ccc(Br)cc1F	2	-3	2.3	-1	-5	-0.4	13	102	-4	-13
CCN(CC)CCNC(=O)Cn1nc(Cc2ccncc2)c2ccccc2c1=O	2	2	-1.6	-5	-9	0.4	-6	91	4	8
O=C(Cn1nc(-c2ccccc2)ccc1=O)NCc1ccc2c(c1)OCO2	0	-2	-2.7	-1	1	-1.1	4	105	8	15
CCC1Oc2ccc(C)cc2N(CC(=O)N(Cc2ccc3c(c2)OCO3)CC2CCCO2)C1=O (stereo not drawn)	-3	-3	2.5	-2	-5	-1.5	-4	97	-5	-13
CCN(CC)CC(=O)N(CC(=O)Nc1c(C)cc(C)cc1C)C1CCCCC1	-5	x	-2.9	-4	1	-1.2	-8	103	0	14
Cn1c(C(=O)N2CCN(c3ccc(Cl)cc3)CC2)cc2c(=O)[nH]c3ccccc3c21	7	x	-3.0	-3	-10	0.0	3	78	5	16
Cc1cc(NC(=O)CCC(=O)N(Cc2cccnc2)C(C(=O)NC(C)(C)C)c2ccccc2Cl)no1 (stereo not drawn)	0	0	-0.9	4	1	-3.5	57*	108	-6	5
C[C@@H](NC(=O)c1nc[nH]c1C(=O)NCCCCCNC(=O)OC(C)(C)C)c1ccccc1	5	14	0.9	-4	1	-0.2	2	100	8	-5
O=c1oc(-c2ccc(Br)o2)nc2ccccc12	0	12	-2.4	-2	1	0.8	1	126	-1	13
CCc1noc(C)c1C(=O)NNC(=O)COc1ccccc1C	-2	34*	-2.6	-5	-3	0.4	-2	x	5	10
CC(=O)Nc1ccc(Nc2ncnc3c2cnn3-c2cccc(C)c2)cc1	0	x	-3.1	4	-2	-0.8	4	100	0	15
N#C/C(=C\c1cccc(Oc2ccccc2)c1)C(=O)N1CCOCC1	0	0	0.1	-7	8	-1.0	-6	111	-1	0
CCOC(=O)Cn1nc(C)n(-c2ccc(Cl)cc2)c1=O	9	-1	-0.4	0	-8	1.8	-10	111	1	2

Two entries from above, field by field:
CCOC(=O)Cn1nc(C)n(-c2ccc(Cl)cc2)c1=O
- V-ATPase pH = 9
- Wnt act = -1
- MOR-DOR ag = -0.4
- Keap1-Nrf2 PPI = 0
- RTF Ca sens inh = -8
- C-LANA FP = 1.8
- Arrestin-AP2 inh = -10
- Pemphigus Ab inh = 111
- RTF Ca sens act = 1
- MOR-DOR inv ag = 2
N#C/C(=C\c1cccc(Oc2ccccc2)c1)C(=O)N1CCOCC1
- V-ATPase pH = 0
- Wnt act = 0
- MOR-DOR ag = 0.1
- Keap1-Nrf2 PPI = -7
- RTF Ca sens inh = 8
- C-LANA FP = -1.0
- Arrestin-AP2 inh = -6
- Pemphigus Ab inh = 111
- RTF Ca sens act = -1
- MOR-DOR inv ag = 0

Rows are unselected. Share with any hit: about 3.1%.
